ERK EGF block: qHTS Assay for Inhibitors of the ERK Signaling Pathway using a Homogeneous Screening Assay; Stimulation with EGF; Potency, µM (doses to about 11.5 µM), without a hit: top-dose activity change, negative = inhibition, actives largely listed as inhibitors; hit rate 0.41% among 130,000; AID 1454, 2008; HEK293-V1b, EGF-stimulated phospho-ERK AlphaScreen; active = well fitted inhibition curve with a large enough effect; inconclusive = small, poorly fitted or top-dose-only effect, or effect the other way;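 also: plate controls were stimulated vehicle wells for no effect and unstimulated vehicle basal for full effect; nearly all actives have a fitted effect of over 55% in size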
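In this qHTS, HEK293 cells with stable type-1 vasopressin (V1b) receptor were exposed to compound at 37C for 30 min, stimulated 5 min with EGF at 25 nM, lysed, and probed for phospho-ERK by AlphaScreen.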
* marks the source's active call; other numbers are inactive results; & = joins results of further samples; [ ] = another dose, or the depositor's remark. Potency is read from the fitted curve at half-maximal effect. Some of the compounds tested (hit frequency here may not be typical).

What do the screens show for `COc1cc(C=C2C(=O)OC(C)(C)OC2=O)cc(Cl)c1OCC(=O)Nc1ccccc1`?
ERK EGF block: 3.3%

Results for O=S1(=O)c2ccccc2C(CCO)N1Cc1ccccc1 (configuration not stated) ?
ERK EGF block: -4.7%[57.5 µM]

How did CCn1c(SCC(=O)Nc2ccc3c(c2)OCCO3)nnc1-c1c[nH]c2ccccc12 do in these assays?
ERK EGF block: -7.7%[57.5 µM]

What do the screens show for `COc1ccc(CCN2C(=O)CSC2c2ccc(OC)c(OC)c2)cc1OC` (configuration not stated)?
ERK EGF block: -20.2%[57.5 µM]

What do the screens show for `CC(=O)c1ccc(N(C(=O)CS(=O)CC(=O)Nc2ccc(F)cc2)C(C(=O)NC2CCCCC2)c2cccs2)cc1` (configuration not stated)?
ERK EGF block: 11.1%

What do the screens show for `CCCCC[C@H](O)/C=C/[C@H]1C=CC(=O)[C@@H]1C/C=C\CCCC(=O)O`?
ERK EGF block: -45.8%&10.8%

How did CC(=O)Nc1nc(C)c(Oc2ccc(Cl)cc2)c(=O)[nH]1 do in these assays?
ERK EGF block: 2.4%[57.5 µM]

Results for COc1ccc(S(=O)(=O)N2CCCC2)c(Cl)c1Cl ?
ERK EGF block: 1.7%

How did COCCNC(=O)c1cc2nc(-c3ccc(F)cc3)cc(C(F)(F)F)n2n1 do in these assays?
ERK EGF block: -10.8%

Results for Cc1cc(C)c(NC(=O)C2CCN(c3cnccn3)CC2)c(C)c1 ?
ERK EGF block: 9.4%

What do the screens show for `CCOC(=O)c1sc(-c2ccc(Cl)cc2)nc1O`?
ERK EGF block: -1.5%[57.5 µM]

Results for COc1cc(/C=C/C(=O)Nc2nnc(CC(C)C)s2)cc(OC)c1OC ?
ERK EGF block: 5.2%

What do the screens show for `Cc1cc2oc(C(=O)NCCc3ccc(S(N)(=O)=O)cc3)c(C)c2cc1C`?
ERK EGF block: -1.3%

Results for Cc1ccc(Cl)cc1NC(=O)C1CCN(S(C)(=O)=O)CC1 ?
ERK EGF block: 2.6%

What do the screens show for `CCOC(=O)c1cc[n+](CC(=O)c2ccc(F)cc2)cc1`?
ERK EGF block: 2.2%

How did Cc1cc(OCc2ccc(C(=O)NN=C3CCCC3)cc2)ccc1Cl do in these assays?
ERK EGF block: 1.9%

How did CC(C)C(NC(=O)c1ccccc1)C(=O)N/N=C\c1ccco1 (configuration not stated) do in these assays?
ERK EGF block: 1.9%

Results for COC(=O)c1ccc(SCC(=O)N2CCC(C)CC2)c([N+](=O)[O-])c1 ?
ERK EGF block: -7.6%

What do the screens show for `COc1ccc(/C=N/Nc2ccc(C(=O)O)cc2)cc1OC`?
ERK EGF block: -12.9%[57.5 µM]

How did CCN1CCN(CCCN(Cc2ccco2)C(=S)Nc2ccccc2Cl)CC1 do in these assays?
ERK EGF block: -0.2%

Results for CC1CC2(C)Oc3ccccc3CC2C(C)C1CNCCCN(C)C (configuration not stated) ?
ERK EGF block: inconclusive

How did NC(=O)C(=O)NN=C1CCC(c2ccccc2)CC1 (configuration not stated) do in these assays?
ERK EGF block: 2.4%

Results for COc1ccc2[nH]cc(C(=O)CCl)c2c1 ?
ERK EGF block: -14.1%[57.5 µM]

Results for CC(C)N1CCC(N2CCN(Cc3cccnc3)CC2CCO)CC1 (configuration not stated) ?
ERK EGF block: -0.9%

How did O=C(CSc1nc(-c2ccccc2)c(-c2ccccc2)[nH]1)NCC1CCCO1 (configuration not stated) do in these assays?
ERK EGF block: 14.6%

What do the screens show for `S=C(NCCCN1CCOCC1)Nc1cccc(-c2nnc3n2CCCCC3)c1`?
ERK EGF block: -7.9%

Results for CC(=O)NC(=S)Nc1ccc(NC(=S)NC(=O)/C=C/c2ccco2)cc1 ?
ERK EGF block: 13.8%[57.5 µM]

What do the screens show for `CN(C)/C=N/c1cc(=O)[nH]c(=O)n1Cc1ccccc1`?
ERK EGF block: -5.4%&1.3%

Results for O=C(CCSc1nc(-c2ccco2)cc(C(F)(F)F)n1)NCc1cccs1 ?
ERK EGF block: -7.4%

How did O=c1oc(-c2ccco2)nc2sc3c(c12)CCCC3 do in these assays?
ERK EGF block: -0.1%

Results for O=C(Nc1cccnc1)c1cccc(S(=O)(=O)N2CCCCC2)c1 ?
ERK EGF block: -0.7%

How did O=C(Cn1ccc2ccccc21)Nc1ccc2c(c1)OCO2 do in these assays?
ERK EGF block: -1.2%

Results for Cc1ccc(S(=O)(=O)NNC(=O)c2cnn(-c3ccc(Cl)cc3)c2C(F)(F)F)cc1 ?
ERK EGF block: 2.0%[57.5 µM]

What do the screens show for `COc1ccc(-c2csc(NC(=O)/C(N=Nc3ccccc3)=C(\C)O)n2)cc1`?
ERK EGF block: 2.6%

How did O=C(/C=C\C=C/c1ccc2c(c1)OCO2)N1CCCCC1 do in these assays?
ERK EGF block: -3.6%[25.7 µM]

Results for O=C(c1cc([N+](=O)[O-])ccc1N1CCN(S(=O)(=O)c2ccc(Cl)c(Cl)c2)CC1)N1CCOCC1 ?
ERK EGF block: 7.0%

How did COc1ccc(OCC(O)CNC(=O)Nc2ccc(Cl)cc2)cc1 (configuration not stated) do in these assays?
ERK EGF block: 13.7%

How did CCc1nc(N=C(N)N)nc2ccccc12 do in these assays?
ERK EGF block: 3.8%

What do the screens show for `CCOc1cc(/C=N/NC(=O)CCc2n[nH]c(=O)[nH]c2=O)ccc1O`?
ERK EGF block: 1.8%

How did COc1ccc(C2C(C#N)=C(N)Oc3c2c(-c2ccccc2)nn3-c2ccccc2)c(OC)c1OC (configuration not stated) do in these assays?
ERK EGF block: 6.9%

What do the screens show for `CN(C)c1ccc(C(CNC(=O)c2ccccc2F)c2c[nH]c3ccccc23)cc1` (configuration not stated)?
ERK EGF block: -1.3%

Results for CCCCCCC(=O)N1C/C=C\C(c2ccc(OC)cc2)N(Cc2ccc(F)cc2)C(=O)C1 (configuration not stated) ?
ERK EGF block: -7.2%[57.5 µM]

Results for COc1ccc(-c2csc(NC(=O)c3ccc(OCC(=O)N4CCOCC4)c(OC)c3)n2)cc1 ?
ERK EGF block: inconclusive

How did C=CCNc1oc(-c2cccs2)nc1S(=O)(=O)c1ccccc1 do in these assays?
ERK EGF block: -5.3%

Results for CCC(=O)Nc1cccc(NC(=S)NC(=O)c2ccccc2)c1 ?
ERK EGF block: 4.4%

What do the screens show for `Cn1c(=O)c2c(nc(N3CCN(c4ccc([N+](=O)[O-])cc4)CC3)n2C)n(C)c1=O`?
ERK EGF block: 7.7%[57.5 µM]

What do the screens show for `O=C(Cc1ccc([N+](=O)[O-])cc1)Nc1ccc2c(c1)C(=O)NC2=O`?
ERK EGF block: 3.8%

How did CC1CCc2sc(C(=O)NN=C3CCC(c4ccccc4)CC3)cc2C1 (configuration not stated) do in these assays?
ERK EGF block: 19.3%

Results for Cc1cc(-c2nnc3n2N=C(c2ccccc2Br)CS3)n[nH]1 ?
ERK EGF block: inconclusive

What do the screens show for `CCN(CC(=O)Nc1ccccc1-c1ccccc1)Cc1nc2ccccc2c(=O)[nH]1`?
ERK EGF block: -4.7%

How did N#C/C(=C\c1ccccc1O)C(=O)Nc1cccnc1 do in these assays?
ERK EGF block: 4.1%[57.5 µM]

What do the screens show for `C/C(=N\Nc1cccc(C(=O)O)c1)c1ccc2c(c1)Nc1ccccc1S2`?
ERK EGF block: 6.6%[57.5 µM]

How did N#Cc1cc2c([nH]c1=S)CCCC2 do in these assays?
ERK EGF block: 11.1%

Results for CC(NC(=O)/C(=C/c1ccc(OC(F)F)cc1)c1ccccc1)c1ccccc1 (configuration not stated) ?
ERK EGF block: -2.0%

How did O=C(O)CCSc1ccc([N+](=O)[O-])cc1[N+](=O)[O-] do in these assays?
ERK EGF block: -14.0%

Results for O=C(Oc1ccccc1)N1CCC[C@@]2(CCN(c3ccccc3)C2)C1 ?
ERK EGF block: inconclusive

How did O=C(c1ccc2c(Cl)c3c(nc2c1)CCCC3)N1CCC(N2CCCCC2)CC1 do in these assays?
ERK EGF block: 4.2%

What do the screens show for `FC(F)(F)c1ccc(-n2cn[nH]c2=S)cc1`?
ERK EGF block: 1.4%[57.5 µM]

Results for Cc1cccc(-c2cc(=O)c(C(=O)O)cn2-c2ccc(F)cc2F)c1 ?
ERK EGF block: 6.5%[57.5 µM]

What do the screens show for `CC1CC(=O)C2=C(C1)Nc1ccccc1SC2c1ccc(F)cc1` (configuration not stated)?
ERK EGF block: 8.8%

Reprinted at random: 2 records from the list, in no set order.
Results for COc1ccc(-c2csc(NC(=O)c3ccc(OCC(=O)N4CCOCC4)c(OC)c3)n2)cc1 ?
ERK EGF block: inconclusive

What do the screens show for `CC1CC(=O)C2=C(C1)Nc1ccccc1SC2c1ccc(F)cc1` (configuration not stated)?
ERK EGF block: 8.8%

Gathered by group: those above containing two or more sulfur atoms
What do the screens show for `CC(=O)c1ccc(N(C(=O)CS(=O)CC(=O)Nc2ccc(F)cc2)C(C(=O)NC2CCCCC2)c2cccs2)cc1` (configuration not stated)?
ERK EGF block: 11.1%

Results for CC(=O)NC(=S)Nc1ccc(NC(=S)NC(=O)/C=C/c2ccco2)cc1 ?
ERK EGF block: 13.8%[57.5 µM]

Results for O=C(CCSc1nc(-c2ccco2)cc(C(F)(F)F)n1)NCc1cccs1 ?
ERK EGF block: -7.4%

How did C=CCNc1oc(-c2cccs2)nc1S(=O)(=O)c1ccccc1 do in these assays?
ERK EGF block: -5.3%

More compounds.
Results for CC(=O)Nc1nc2c(C)c(Cl)ccc2s1 ?
ERK EGF block: -2.3%[57.5 µM]

How did O=C(Cc1ccc(-n2c(=O)c3ccccc3n(Cc3ccccc3Cl)c2=O)cc1)NCC1CCCO1 (configuration not stated) do in these assays?
ERK EGF block: -7.2%

How did CCOc1ccc(NC(=O)C2(c3ccc(OC)c(OC)c3)CCCC2)cc1 do in these assays?
ERK EGF block: 3.3%

What do the screens show for `Cc1cccc2nc(Cn3c(=O)n(CCCC(=O)NCc4ccco4)c(=O)c4ccccc43)cc(=O)n12`?
ERK EGF block: 9.6%

Results for Cc1ccc2cc(C)c3nnc(SCC(=O)c4cccs4)n3c2c1C ?
ERK EGF block: 5.2%

What do the screens show for `CCCCn1c(=O)[nH]c(=O)c2c1nc(-c1ccc(C(F)(F)F)cc1)n2C`?
ERK EGF block: 0.0%

How did Cc1nnc2sc(SCc3cccc(Cl)c3)nn2c1=O do in these assays?
ERK EGF block: -4.5%

Results for CCn1cc(C=O)c2cc(S(=O)(=O)N3CCOCC3)ccc21 ?
ERK EGF block: 4.2%

How did O=C(NC1CC1)C1=C[C@H](c2c[nH]c3ccccc23)C[C@H](OCc2ccc(CO)cc2)O1 do in these assays?
ERK EGF block: 1.1%[57.5 µM]

How did Cc1ccc(COc2ccc(C)nc2[N+](=O)[O-])cc1 do in these assays?
ERK EGF block: -7.4%[57.5 µM]

How did COC(=O)[C@H](Cc1ccccc1)NC(=O)O[C@@H]1C(=O)c2cc(Br)ccc2O[C@H]1c1cccc(OC)c1 do in these assays?
ERK EGF block: -10.3%&-2.2%

How did Cc1ccc(S(=O)(=O)CCc2nnc(N)s2)cc1C do in these assays?
ERK EGF block: 5.9%

How did Cc1nn(-c2ccccc2)c(N2CCCC2)c1/C=C1\N=C(c2ccc(OC(C)C)cc2)OC1=O do in these assays?
ERK EGF block: 2.0%

Results for NC(=O)CSc1nnc(-c2ccc(S(=O)(=O)N3CCCC3)cc2)o1 ?
ERK EGF block: 10.6%

How did CCOC(=O)c1c(-c2ccc(C)o2)csc1NC(=S)NC(=O)c1cccs1 do in these assays?
ERK EGF block: 1.3%

How did COc1ccc(NS(=O)(=O)c2ccc(C)c(NC(=O)c3ccc(C)c(S(=O)(=O)N4CCOCC4)c3)c2)cc1 do in these assays?
ERK EGF block: -8.9%

What do the screens show for `COc1cccc([C@@H]2Oc3ccc(OC)cc3C(=O)[C@H]2OC(=O)NCCOc2ccccc2)c1`?
ERK EGF block: -1.7%

Results for COc1ccc(-c2nc3c4c(ncn3n2)-c2ccccc2CC42CCCC2)cc1 ?
ERK EGF block: -12.1%

How did C[C@@H]1Cc2ccccc2N1NC(=O)c1ccc(Cl)c(S(N)=O)c1 (some centres not stated) do in these assays?
ERK EGF block: -3.7%[25.7 µM]

How did O=[N+]([O-])c1cccnc1NCCc1ccccc1 do in these assays?
ERK EGF block: -5.6%[57.5 µM]

What do the screens show for `CCN1C(=O)CC(NNC(=O)c2ccccc2)C1=O` (configuration not stated)?
ERK EGF block: -19.1%[57.5 µM]

What do the screens show for `Nc1c(C(=O)NCCc2ccccc2)sc2nc(N3CCOCC3)c3c(c12)CCCC3`?
ERK EGF block: 3.2%

How did COc1ccc(NS(=O)(=O)c2cc(NC(=O)c3nn(C)c(=O)c4ccccc34)ccc2OC)cc1 do in these assays?
ERK EGF block: -0.8%

Results for CC(C)CNS(=O)(=O)c1ccc(CCC(=O)N2CCN(c3ccccc3)CC2)cc1 ?
ERK EGF block: 5.4%

What do the screens show for `CC(C)(C)NC(=O)CN(Cc1ccc(F)cc1)C(=O)Cn1nnc(-c2ccc(F)cc2)n1`?
ERK EGF block: 0.3%

Results for COC(=O)c1c(NC(=O)C(C)(C)C)csc1C ?
ERK EGF block: -3.8%[57.5 µM]

What do the screens show for `Cc1nnc(SCC(=O)NC2CCCc3ccccc32)n1-c1ccccc1` (configuration not stated)?
ERK EGF block: 2.0%

What do the screens show for `CCCc1cc(=O)c2ccc(OCC(C)=O)cc2o1`?
ERK EGF block: -2.2%[57.5 µM]

What do the screens show for `COc1ccccc1CCc1nnc(CCC(=O)N(C)Cc2ccncc2C)o1`?
ERK EGF block: -5.4%

What do the screens show for `CC1=C(C(=O)N2CCOCC2)C(c2ccccc2F)NC(=O)N1` (configuration not stated)?
ERK EGF block: 0.6%

Of the compounds above, these contain a tert-butyl group.
What do the screens show for `CC(C)(C)NC(=O)CN(Cc1ccc(F)cc1)C(=O)Cn1nnc(-c2ccc(F)cc2)n1`?
ERK EGF block: 0.3%

Results for COC(=O)c1c(NC(=O)C(C)(C)C)csc1C ?
ERK EGF block: -3.8%[57.5 µM]
